Screening data deposited in PubChem by several laboratories.
HUVEC tox IL1B: HUVEC cytotoxicity counter-screen, IL-1B stimulated; HUVEC cell count loss, Hoechst imaging; cell count reduction, % at 2 µM; 94,000 compounds, 0.41% hits;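 active = cell count reduction more than 3 SD above the screen-wide mean, cut at about 70% in these data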;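 also: normalized per plate to untreated control cells as the no-loss baseline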
H69AR inhibit: growth inhibitors of human H69AR lung tumor cells; viability, % at 10 µM; H69AR lung tumor viability, ATP luminescence, 72 h; active compounds read low; 85,000 compounds, 6% hits;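 active = viability at or below 40%; inactive = viability above 40%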;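 also: multidrug resistant small cell line overexpressing MRP-1 efflux transporter; 100% = mean luminescence of untreated control wells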
TNFa cytotox: toxic to HUVEC cells under TNF alpha stimulation; AID 848; 93,000 compounds, 0.17% hits; cell count reduction, % at 2 µM; HUVEC TNFalpha-stimulated, Hoechst cell count, imaging;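 active = cell count reduction exceeding the screen mean by over 5 SD, scaled to untreated wells per plate, cut at about 78% in these data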;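 also: cells counted after 24 h of TNF alpha exposure following the 1 h pretreatment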
Fibroblast inh: blocks proliferation of human lung fibroblasts | viability, % at 10 µM | LL 47 human lung fibroblast viability, ATP luminescence; active compounds read low | 85,000 compounds, 1.1% hits;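 active = viability at or below 50% in the single dose screen; inactive = viability above 50%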;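 also: compound exposure lasted 72 h before the ATP readout; 100% = median luminescence of untreated cell-only wells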
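Assay system: human lung fibroblast line LL 47, low passage. Input: 1,150 fibroblasts seeded per well. Times: overnight cell rest, 72 h compound treatment at 37 °C. Evaluation: % viability of median cell-only signal. Technique: luminescent ATP detection, CellTiter-Glo. Control set: cell-only wells, no compound.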
Smad3 inh: inhibitors of human Smad3 transcription factor binding | AID 630 | P84022 | inhibition, % at 25 µM | TR-FRET Smad3/Dy647-FoxH1 peptide binding, europium anti-His | 88,000 compounds, 0.29% hits;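 active = compounds that reduce the energy-transfer binding signal between the protein and its labelled peptide by more than half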;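 also: 0% = Smad3 plus labelled peptide maximal FRET and 100% = peptide-only background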
Target sequence (P84022 whole entry, looked up): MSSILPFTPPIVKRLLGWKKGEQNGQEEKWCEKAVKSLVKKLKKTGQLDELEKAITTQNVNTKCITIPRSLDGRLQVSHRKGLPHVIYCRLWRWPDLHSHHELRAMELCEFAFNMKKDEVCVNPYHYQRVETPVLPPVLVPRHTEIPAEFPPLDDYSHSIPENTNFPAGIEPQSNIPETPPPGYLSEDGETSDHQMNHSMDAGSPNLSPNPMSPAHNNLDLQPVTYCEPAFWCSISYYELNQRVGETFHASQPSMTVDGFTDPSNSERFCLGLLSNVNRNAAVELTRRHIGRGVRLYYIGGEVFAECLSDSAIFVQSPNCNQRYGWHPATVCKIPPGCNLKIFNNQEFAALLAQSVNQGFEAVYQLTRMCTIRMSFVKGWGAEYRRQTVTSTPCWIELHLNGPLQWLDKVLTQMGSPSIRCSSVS
HUVEC prolif 384: human endothelial cell proliferation inhibition. HUVEC proliferation, CellTiter-Glo luminescence, 72 h; active compounds read low. viability, % at 10 µM (by protocol). 86,000 compounds, 1.1% hits. AID 648;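 active = viability at or below 30%; inactive = viability above 30%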;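 also: 100% = median luminescence of DMSO-only cell control wells on each plate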
PTK2B oligo ant: antagonists of human Pyk2 oligomerization; Q14289; Q293 cells, Pyk2 FERM NanoBiT luminescence; active compounds read low; z-score (the deposit names both 25 µM and 10 µM); 99,000 compounds, 0.83% hits;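 active = Z-score of -3 or lower, scaled per plate to the spread of control and sample wells; inactive = z-score above -3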;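 also: negative z-score means lost luminescence so less FERM oligomerization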
cytoskel mod: alters cytoskeleton assembly in HUVEC cells | HUVEC TNFa F-actin phalloidin imaging, high content | inhibition, % at 2 µM | 91,000 compounds, 0.18% hits | AID 836;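 active = inhibition above the batch mean plus 3 SD and confirmed as a hit by visual image inspection, cut at about 30% in these data, passing the limit was not always enough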; also: strong numbers were not always called active
VCAM1 TNFa inh: reduces TNF alpha induced VCAM1 expression in HUVEC. HUVEC TNFa-induced VCAM-1 immunofluorescence, high-content imaging. inhibition, % at 2 µM. 95,000 compounds, 0.48% hits. AID 802;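 active = inhibition above the batch mean plus 3 SD, with images confirmed as a hit by eye, cut at about 37% in these data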;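 also: 0% = TNF-stimulated DMSO wells and 100% = unstimulated control wells; not every result past the cut was called active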
Starred values were filed as active, the others as inactive; · = no result given; [ ] = remark or other dose. Only part of the results is shown; count on the stated rates, not on these rows.

SMILES	HUVEC tox IL1B	H69AR inhibit	TNFa cytotox	Fibroblast inh	Smad3 inh	HUVEC prolif 384	PTK2B oligo ant	cytoskel mod	VCAM1 TNFa inh
O=C1C2C(C(=O)N1c1ccncc1)C1C=CC2C12CC2 (stereo not drawn)	-2	107	-27	96	8[fluorescence artefact?]	103	-1	-7	-3
Cc1ccc2nc3sc(C(=O)NCc4ccco4)c(N)c3cc2c1	-10	56	-22	74	4	78	-0.49	5	-1
COc1cc2c(cc1NC(=O)c1cccnc1)oc1ccccc12	-81	35*	-5	84	-4	64	-1.1	-1	10
COC(=O)CN(c1ccccn1)S(=O)(=O)c1ccccc1	-12	94	-5	101	-2	94	-0.09	6	10
COC(=O)n1ccc(C(=O)Nc2ccccc2F)n1	-9	95	29	95	-5	88	1.1	18	19
CC(C)(C)c1ccc(/C=C/C(=O)N2CCc3ccccc3C2)cc1	-55	·	-4	·	·	·	-0.53	-10	7
COc1ccc(C(=O)CN2C(=O)NC(C)(c3ccc(C)cc3)C2=O)cc1OC (stereo not drawn)	-17	79	9	95	0	108	1.5	-6	-2
Cc1ccc(CNc2oc(-c3cccs3)nc2C#N)cc1	-7	95	-21	88	3	113	-0.6	14	-11
COc1cccc(N2CCN(CC(=O)c3c[nH]c4ccc(OC)cc34)CC2C)c1 (stereo not drawn)	-16	74	-12	95	-6	93	0.97	0	-4
COCC(=O)Nc1sc2c(c1C(=O)OC)CCC(C)C2 (stereo not drawn)	-37	93	-16	94	3	90	0.7	10	27
Cc1ccc(NC(=O)CO/N=C(\N)c2nonc2N)cc1	-19	·	1	·	·	·	0.87	-21	-3
C=CCNC(=O)c1oc2ccc(S(=O)(=O)N(CC)CC)cc2c1C	-13	44	-19	97	-1	86	-0.27	-22	-5
COc1ccc2oc(C(=O)C3CC3)c(NC(=O)CCCN3C(=O)c4ccccc4C3=O)c2c1	·	31*	·	92	-5	86	·	·	·
O=C1CCCc2[nH]nc(-c3cccnc3)c21	23	99	-20	94	4	95	-0.21	10	6
CC(=O)c1ccc(S(=O)(=O)N2CCN(c3nc4c(C)c(C)ccc4cc3C#N)CC2)cc1	-13	36*	-18	94	6	89	-1.3	-24	6
Cc1ccc(C(C)C)c(OCC(=O)Nn2c(C)nc3ccccc3c2=O)c1	3	94	-7	93	-1	92	0.49	-17	-13
Cc1ccc(C(=O)Nc2ncc(Cc3ccccc3)s2)o1	28	74	1	95	2	34	-0.86	0	26
O=C(COC(=O)C1CCN(S(=O)(=O)c2cccc3cccnc23)CC1)c1ccc([N+](=O)[O-])cc1	-14	·	-14	·	·	·	0.6	-15	3
O=C(NCCc1c[nH]c2ccccc12)c1cc2sccc2n1Cc1ccccc1	-6	69	-9	113	-2	80	1.4	-24	7
Cc1ccc(C(=O)OCn2ncc(Cl)c(Cl)c2=O)cc1	20	·	5	·	·	·	0.48	-24	36*
Cc1noc(C)c1CSc1ncnc2sc3c(c12)CCC3	·	93	·	85	-5	96	·	·	·
C/C(=N\OCC(=O)N/N=C/c1ccc(C)cc1O)c1cccs1	-15	55	-6	87	4	60	0.01	11	10
O=C(O)CCC(NC(=O)C(Cc1ccc2c(c1)OCO2)NC(=O)c1ccccc1)C(=O)O (stereo not drawn)	-12	105	-37	107	19	103	·	13	-9
CCOC(=O)/C(C#N)=C1/SC(CC)C(=O)N1c1ccc(C)cc1 (stereo not drawn)	-71	73	5	95	0	95	0.47	-23	-10
OC(c1cccnc1)c1cccs1 (stereo not drawn)	-167	91	-26	100	2	90	0.33	13	9
Cc1cc(C)cc(Nc2cnn(C34CC5CC(CC(CC(=O)O)(C5)C3)C4)c(=O)c2Cl)c1	·	105	-4	99	14	88	0.75	5	4
Cc1ccc(-n2cc(C(=O)c3ccc(F)cc3)nn2)cc1Cl	-21	·	-5	·	·	·	0.25	-19	2
CC(=O)N1CCN(c2ccc(NCc3ccc4c(c3)OCO4)cc2)CC1	-2	104	-16	96	19	100	-0.67	1	9
COc1cccc(N(CC(=O)NCCSc2ccccn2)S(C)(=O)=O)c1	-7	96	-38	94	-4	96	-0.81	15	-5
O=C(CSc1nnc(-c2ccc(S(=O)(=O)N3CCCC3)cc2)n1CC1CCCO1)NC1CC1 (stereo not drawn)	9	103	-4	97	-2	99	0.51	-2	5
COc1ccc2nc(NC(=O)C(NS(=O)(=O)c3cccc4nsnc34)C(C)C)sc2c1 (stereo not drawn)	17	·	86*	·	·	·	·	-9	13
CCn1cc(C(=O)N2CCCC2)c(=O)c2cc(S(=O)(=O)N(C)C)ccc21	-37	96	-25	91	6	95	·	-8	2
CC(=O)OC1CC(C)(C)N(OC(=O)c2ccc(N)cc2)C(C)(C)C1	7	90	4	107	10	103	-0.83	2	-3
CCOC(=O)c1[nH]c(C)c(CCC(=O)OC)c1C	-49	93	-2	103	10	105	0.44	-5	-17
CCn1c(=O)c(C(=O)CN2CCOCC2)c(N)n(Cc2ccccc2)c1=O	7	103	-19	90	10[fluorescence artefact?]	91	0.05	18	-10
CCCn1c(N2CCN(Cc3cccc(C)c3)CC2)nc2c1c(=O)[nH]c(=O)n2C	-8	55	-22	92	3	95	·	14	13
CC1=C(C(=O)Nc2cccnc2)C(c2ccncc2)n2nnnc2N1 (stereo not drawn)	-13	91	·	94	12	86	1.2	·	·
COc1cccc(-c2cnc(NCc3cc(Cl)ccc3O)n2C)c1	-35	62	-16	89	1	64	0.52	15	21
CCN1CC(O)=C(c2nc3ccccc3s2)C1=N	-2	94	-3	104	6	80	-0.78	13	-7
Cc1nn(Cc2ccc(Cl)cc2Cl)c(C)c1NC(=O)c1ccc(COc2cc(Cl)ccc2Cl)o1	-6	·	-8	·	·	·	-0.13	-15	-11
COc1ccccc1NC(=O)N(Cc1ccco1)Cc1cc2cc(C)cc(C)c2[nH]c1=O	-9	19*	12	105	-8	61	-0.65	2	-15
Cc1nc2ccc(S(=O)(=O)NCC(=O)N(C)Cc3ccco3)cc2s1	-7	98	-32	100	-5	100	1.4	18	8
Cc1cccc(Nc2ncnc3ccccc23)c1	-40	·	-30	·	·	·	-0.25	-12	-37
CCC(=O)Nc1ccc(S(=O)(=O)Nc2cccnc2)cc1	3	101	-15	102	-14	109	0.56	4	-2
CCCc1cc(=O)oc2c(CN3CCN(C)CC3)c(O)c(Cl)cc12	·	78	·	97	12	89	0.64	·	·

3 compounds out of the list above, arranged by the number in Smad3 inh, highest first.
Molecule,Smad3 inh,PTK2B oligo ant,cytoskel mod,VCAM1 TNFa inh
CC(=O)N1CCN(c2ccc(NCc3ccc4c(c3)OCO4)cc2)CC1,19,-0.67,1,9
OC(c1cccnc1)c1cccs1 (stereo not drawn),2,0.33,13,9
CCC(=O)Nc1ccc(S(=O)(=O)Nc2cccnc2)cc1,-14,0.56,4,-2

(list continues)
SMILES	HUVEC tox IL1B	H69AR inhibit	TNFa cytotox	Fibroblast inh	Smad3 inh	HUVEC prolif 384	PTK2B oligo ant	cytoskel mod	VCAM1 TNFa inh
O=C(/C=C/c1ccc(Cl)cc1)N1CCN(c2ccc(Cl)cc2[N+](=O)[O-])CC1	-44	·	-5	·	·	·	0.09	22	1
COc1ccc(/C=N/NS(=O)(=O)c2ccccc2)cc1OS(=O)(=O)c1ccc(C)cc1	20	·	0	·	·	·	-0.32	-10	-8
Cn1c(-c2ccc(Br)cc2)cnc1NCc1cccnc1	-7	80	-11	97	0	91	1	20	-4
COC(=O)Cc1c(C)c2c(O)cc(C)cc2oc1=O	19	·	10	·	·	·	0.89	-9	14
COc1ccccc1S(=O)(=O)Cc1ccc(C(=O)N2CCN(c3ccccc3)CC2)o1	-4	80	-5	95	14	106	-0.85	-12	0
Cc1cc(C)c(S(C)(=O)=O)c(Sc2ccc(Cl)cc2)n1	6	·	-8	·	·	·	-0.07	-21	-20
CCOC(=O)c1cc(-c2ccncc2)nc2c1c(C)nn2C	-1	33*	-12	57	6[fluorescence artefact?]	46	1.1	10	5
O=C(O)c1ccccc1CSc1nc2ccccc2o1	-4	94	-10	92	27[fluorescence artefact?]	94	0.15	14	12
CCC1SC2=NC(C)=C(C(=O)OC)C(c3cccs3)N2C1=O (stereo not drawn)	0	99	-14	104	-6	95	-0.49	30	30
Cc1cc(C)n(-c2cc(N3CCN(S(=O)(=O)c4ccc(C)c(C)c4)CC3)ccc2[N+](=O)[O-])n1	-7	·	-14	·	·	·	-0.79	25	2
COc1ccc(C2NCCO2)cc1OC (stereo not drawn)	-9	95	-26	108	10	120	0.48	13	-1
CC(C)(C)NC(=O)C(c1ccc(F)cc1)N(Cc1ccco1)C(=O)c1csnn1 (stereo not drawn)	9	85	-11	91	5	93	0.51	-16	16
O=C(CCn1cnc2ccccc2c1=O)Nc1ccc(Cl)c(Cl)c1	15	92	-5	100	1	86	0.58	8	4
CC12CC(NC(=O)N1c1cccc(C(=O)Nc3ncn[nH]3)c1)c1ccccc1O2 (stereo not drawn)	-26	97	-40	99	5	110	-0.46	10	15
Cc1cc(C)cc(N(C(=O)Cc2cccs2)C(C(=O)NC2CCCCC2)c2ccccn2)c1 (stereo not drawn)	-36	·	-8	·	·	·	-1.7	18	-7
Cc1ccc(NC(=S)c2nc3ccccc3[nH]2)cc1	14	·	-5	·	·	·	0.41	-9	-15
CC(=O)Nc1ccc(Sc2ncccc2C(=O)Nc2ccc(OC(F)(F)F)cc2)cn1	-35	·	-7	·	·	·	-0.12	6	6

By substructure: those above with two or more sulfur atoms
SMILES	HUVEC tox IL1B	H69AR inhibit	TNFa cytotox	Fibroblast inh	Smad3 inh	HUVEC prolif 384	PTK2B oligo ant	cytoskel mod	VCAM1 TNFa inh
Cc1noc(C)c1CSc1ncnc2sc3c(c12)CCC3	·	93	·	85	-5	96	·	·	·
COc1cccc(N(CC(=O)NCCSc2ccccn2)S(C)(=O)=O)c1	-7	96	-38	94	-4	96	-0.81	15	-5
O=C(CSc1nnc(-c2ccc(S(=O)(=O)N3CCCC3)cc2)n1CC1CCCO1)NC1CC1 (stereo not drawn)	9	103	-4	97	-2	99	0.51	-2	5
COc1ccc2nc(NC(=O)C(NS(=O)(=O)c3cccc4nsnc34)C(C)C)sc2c1 (stereo not drawn)	17	·	86*	·	·	·	·	-9	13
Cc1nc2ccc(S(=O)(=O)NCC(=O)N(C)Cc3ccco3)cc2s1	-7	98	-32	100	-5	100	1.4	18	8
COc1ccc(/C=N/NS(=O)(=O)c2ccccc2)cc1OS(=O)(=O)c1ccc(C)cc1	20	·	0	·	·	·	-0.32	-10	-8
Cc1cc(C)c(S(C)(=O)=O)c(Sc2ccc(Cl)cc2)n1	6	·	-8	·	·	·	-0.07	-21	-20
CCC1SC2=NC(C)=C(C(=O)OC)C(c3cccs3)N2C1=O (stereo not drawn)	0	99	-14	104	-6	95	-0.49	30	30
